# Bioassay records as filed in PubChem.
# P. falciparum M1AAP – P. falciparum M1AAP inhibitors, biochemical, fluorogenic H-Leu-NHMec substrate, 1536-well (AID 1445); recombinant M1AAP, H-Leu-NHMec fluorogenic kinetic assay; higher % means a stronger effect; one-dose inhibition, % at 30 µM; IC50 in µM for titrated hits; actives 0.42% (n = 220,000);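 active = primary inhibition above the hit cutoff, then over 50% inhibition at one or more dose response concentrations, cut at about 23% in these data, passing the limit was not always enough; inconclusive = conflicting primary data, or primary hits not chosen for dose response; inactive = low primary inhibition, or under 50% at every dose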;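 also: plate controls were DMSO full reaction for no effect and no enzyme background for full effect; strong numbers were not always called active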
# AID2073 – inhibitors of Mint1-CaV2.2 protein interaction, biochemical, HTRF (AID 2073); Voltage-dependent N-type calcium channel subunit alpha-1B (Homo sapiens); HTRF protein-protein interaction, Mint1-CaV2.2; higher % means a stronger effect; actives 0.19% (n = 290,000); inhibition, % at 20 µM, or IC50 in µM where a hit was titrated; in the data active = inhibition mostly above about 51%, no sharp cut-off; inconclusive = no clear call, values can overlap the other calls; inactive = mostly below about 53%; also: some results filed as inactive read as strong as hits
# KOR beta-arrestin-1 – KOR agonists, beta-arrestin recruitment, primary screen, cell-based, luminescence, uHTS (AID 1777); Kappa-type opioid receptor (Homo sapiens); KOR beta-arrestin recruitment, luminescence; higher % means a stronger effect; activation, % at 10 µM; hits with a dose series show EC50 in µM; actives 0.02% (n = 280,000); in the data active = activation above about 50%, passing the limit was not always enough; also: a part of the inactive calls stands beside numbers as strong as those of hits
# NOD1 NF-kB reporter – NOD1 signaling inhibitors, primary screen, cell-based, luminescence, uHTS (AID 1578); NOD1-driven NF-kB luciferase reporter cells, luminescence; higher % means a stronger effect; inhibition, % at 4 µM, or EC50 in µM where a hit was titrated; actives 1% (n = 290,000); in the data active = inhibition mostly above about 36%, no sharp cut-off; inactive = mostly below about 34%;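 also: HEK-293T reporter cells stimulated with the NOD1 agonist gamma-tri-DAP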
# GPR55 beta-arrestin – GPR55 agonists via beta-arrestin recruitment, primary screen, imaging, U2OS cells, beta-arrestin-GFP redistribution (AID 1961); G-protein coupled receptor 55 (Homo sapiens); U2OS GPR55 beta-arrestin-GFP redistribution imaging; higher % means a stronger effect; activation, % at 10 µM; hits with a dose series show EC50 in µM; actives 0.048% (n = 290,000);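 active = activation above 40% with more than 50 cells counted in the well; inconclusive = wells holding fewer than 50 cells, flagged as toxic or sparse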;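 also: U2OS osteosarcoma cells stably expressing GPR55 and beta-arrestin-GFP; plate controls were DMSO negative control for no effect and LPI positive control for full effect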
# P. falciparum M17LAP – P. falciparum M17LAP inhibitors, primary screen, biochemical, fluorogenic H-Leu-NHMec substrate, 1536-well (AID 1619) | Leucine aminopeptidase (Plasmodium falciparum (isolate 3D7)) | recombinant M17LAP, H-Leu-NHMec fluorogenic kinetic assay; higher % means a stronger effect | one-dose inhibition, % at 30 µM; IC50 in µM for titrated hits | actives 0.38% (n = 220,000);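 active = compound inhibiting the enzyme by more than half at any dose during confirmatory dose-response retesting; inconclusive = strong single-dose inhibitors picked by rank but not retested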;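 also: plate controls were full reaction with DMSO carrier for no effect and no enzyme background for full effect; strong numbers were not always called active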
# NOD2 inhibition – NOD2 signaling inhibitors, cell-based, luminescence, uHTS, HEK293 (AID 1566) | HEK293 NOD2/NF-kB luciferase reporter, luminescence; higher % means a stronger effect | actives 0.63% (n = 290,000) | one-dose inhibition, % at 4 µM; EC50 in µM for titrated hits; also: many of its hits are not listed in these tables
# KOR beta-arrestin-2 – KOR antagonists, beta-arrestin recruitment, cell-based, luminescence, uHTS (AID 1778); inhibition, % at 10 µM, or IC50 in µM where a hit was titrated; KOR beta-arrestin recruitment, luminescence, antagonist mode; higher % means a stronger effect; Kappa-type opioid receptor (Homo sapiens); actives 0.091% (n = 290,000); also: strong numbers were not always called active
# Dynein transport – inhibitors of GR-EGFP nuclear translocation, primary screen, dynein cargo transport inhibitor project, imaging, high-content, 3617.4 mouse cells; z-score, hits read low; actives 0.47% (n = 220,000); AID 1381, 2008; test concentration mostly 20 µM; stimulated with dexamethasone, 1 µM; stronger effect = lower value;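 active = plate z-score of nuclear minus cytoplasmic receptor signal below a set negative limit, without overly bright fluorescence or cell loss, cut at about -3.5 in these data, passing the limit was not always enough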;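 also: z-score of nuclear minus cytoplasmic ring GR-EGFP intensity difference per well; some compounds called inactive have numbers as strong as hits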
#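 Also added: dexamethasone, 1.0 µM final. Medium: tet-free, stripped-serum medium. Detection: fixed, Hoechst-stained cells imaged at 10x for EGFP. Read-out: nuclear-to-cytoplasmic GR-EGFP distribution per well. Times: induction 48 h, compound 1 h, agonist 30 min.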
# Dynein transport cytoplasmic EGFP – also measured in Dynein transport; calls as there; z-score; measured here: cytoplasmic GR-EGFP intensity; stronger effect = higher value
# Dynein transport nuclear GR-EGFP – second read-out of Dynein transport, no call of its own (marks repeat the call); z-score; measured here: nuclear GR-EGFP intensity;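 lower value marks the stronger effect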
# Dynein transport cell count – also measured in Dynein transport; calls as there; z-score; measured here: cell count per field
# An asterisk follows results filed as active; ? = inconclusive; . = no result given; [ ] = remark or other dose. Rule as the data show it, unless noted: active = inhibition above about 50%; inactive = the rest.
SMILES,P. falciparum M1AAP,AID2073,KOR beta-arrestin-1,NOD1 NF-kB reporter,GPR55 beta-arrestin,P. falciparum M17LAP,NOD2 inhibition,KOR beta-arrestin-2,Dynein transport,Dynein transport cytoplasmic EGFP,Dynein transport nuclear GR-EGFP,Dynein transport cell count
COc1ccc(N(CC(=O)Nc2ccc3c(c2)OCO3)S(=O)(=O)c2ccccc2)c(OC)c1,5%,2%,4.0%,2%,2.6%,-21%,-11%,-10%,0.3,-0.34,0.73,-0.54
COc1ccc(C(=O)N=C2SC3CS(=O)(=O)CC3N2Cc2ccc(OC)c(OC)c2)cc1 (centres undefined),.,-4%,-1.2%,0%,-0.1%,.,-2%,-4%,.,.,.,.
CCOc1ccc(Nc2nc(C)cc(C)c2C#N)cc1,12%,4%,4.4%,-23%,0.0%,-13%,-2%,-10%,0.097,-0.23,-0.15,-0.7
Cc1cc2ncc(-c3ccc(Cl)cc3)c(N)n2n1,2%,8%,-2.6%,-12%,0.2%,3%,-66%,-17%,-0.66,-0.14,-0.072,-0.021
CC(C)c1ccc(OCC(=O)NCc2ccccc2)cc1,.,7%,-1.3%,-16%,0.0%,.,-9%,13%,.,.,.,.
COc1ccc(S(=O)(=O)NC2(C(F)(F)F)N=C3SCCN3C2=O)cc1 (centres undefined),4%,8%,4.8%,-6%,-0.1%,9%,10%,-17%,0.26,-0.26,0.39,-0.53
O=C(NCCN1CCCOC1=O)C(=O)NCCN1CCCOC1=O,-2%,5%,-3.1%,3%,-0.1%,2%,19%,6%,-0.9,-0.22,0.18,0.13
CCN(CC)C(=O)CSc1nnc2nnc3cc(Cl)ccc3n12,6%,18%,6.1%,1%,0.0%,2%,2%,15%,-1,0.13,-0.45,0.78
CSc1ccc(S(=O)(=O)NC2CC2)cc1,.,16%,7.3%,-34%,-0.1%,.,8%,-44%[20 µM],.,.,.,.
Cc1ccc(Nc2nc(CSc3nnnn3-c3ccccc3)cs2)cc1,11%,-2%,5.9%,-19%,-0.2%,30%,6%,-6%,0.54,-0.21,-0.043,-0.2
Cc1ccc2nc3c(cc(C(=O)NCC4CCCO4)c(=N)n3C3CCCC3)c(=O)n2c1 (centres undefined),.,17%,-1.8%,-21%,0.5%,.,4%,4%,.,.,.,.
CC(C)COP(=O)(c1ccc(N(C)C)cc1)C(Nc1ccccc1)c1ccccc1 (centres undefined),3%,8%,0.8%,-14%,0.3%,-4%,6%,32%,-0.58,-0.052,-0.19,-1.4
O=S1(=O)N[C@H](c2ccccc2)C[C@H](c2ccc(C(F)(F)F)cc2)O1,.,2%,-4.0%,-12%,0.8%,.,9%,-33%[20 µM],.,.,.,.
Cc1ccc(C)c(-n2c(-c3csc(C)c3)n[nH]c2=S)c1,1%,-5%,-0.7%,-25%,0.0%,0%,10%,-141%,2.2,0.27,1.9,-1.7
CCOC(=O)c1c(C)c[nH]c1C,-2%,-2%,2.4%,-28%,-0.3%,-9%,-5%,-30%,1.4,-0.18,0.31,-0.22
Cn1c(NC(=O)c2ccccc2Br)cc(=O)n(C)c1=O,3%,-1%,-2.2%,-4%,-0.1%,-9%,8%,12%,2.2,-0.23,1.1,-0.094
C=CCOc1ccc(-c2nc3c(c(=O)[nH]c(=O)n3CCC)n2CCCC)cc1,.,11%,-1.5%,-17%,-0.2%,.,5%,-16%,.,.,.,.
CC1=NN(C(=O)COc2ccc(C)c(C)c2)C(O)(c2ccccc2)C1 (centres undefined),1%,-2%,-1.9%,-25%,0.2%,4%,5%,9%,1.1,0.041,1.2,-1.4
COc1cccc(-c2cc(C(=O)N3CCN(S(=O)(=O)c4ccc(Br)cc4)CC3)[nH]n2)c1,.,8%,3.3%,11%,0.0%,.,17%,6%,.,.,.,.
CC(=O)Nc1cc(S(=O)(=O)Nc2cccc(C)c2)c(C)cc1C,2%,-3%,-3.1%,16%,0.3%,18%,12%,9%,-0.14,-0.22,-0.2,0.077
COCCNC(=O)C1CCC(CNS(=O)(=O)c2cccc3nsnc23)CC1 (centres undefined),.,8%,-1.0%,9%,0.1%,.,17%,-7%,.,.,.,.
COc1cc(CNCCN2CCOCC2)ccc1OCc1ccc(Cl)cc1,-12%,1%,-0.2%,11%,0.2%,3%,-13%,23%,0.59,-0.2,0.45,0.6
O=C(O)Cn1nnc(-c2cccs2)n1,1%,-8%,3.3%,10%,-0.1%,4%,11%,-11%,-0.4,-0.18,-0.32,0.68
O=C(COc1ccccc1[N+](=O)[O-])Nc1cc(Cl)ccc1C(=O)O,-1%,-4%,-3.6%,-34%,-0.2%,5%,2%,0%,-0.47,0.51,-0.035,0.16
CSc1nc(N)nc(SCC(=O)Nc2cccc(F)c2)c1C#N,-7%,6%,4.1%,-5%,0.4%,-6%,5%,2%,-0.12,-0.17,0.15,-1.1
CCOc1ccc(C(=O)NC2CCN(C(=S)NCc3ccco3)CC2)cc1,11%,-24%,4.9%,-3%,0.7%,6%,-5%,-31%,1.7,-0.3,1.3,-1.6
COc1ccc(Br)cc1CN(C)CC(=O)Nc1c(Cl)cccc1Cl,6%,1%,-0.1%,0%,-0.5%,-1%,-10%,7%,-0.6,-0.28,-0.51,0.38
COc1ccc(/C(CC2(O)C(=O)Nc3ccccc32)=N\O)cc1 (centres undefined),-1%,-2%,0.5%,-15%,0.3%,6%,4%,-42%,-0.96,-0.21,0.3,0.49
c1ccc(CSCCc2ccncc2)cc1,5%,-5%,-6.3%,-7%,-0.1%,-4%,-12%,6%,0.39,-0.092,0.097,-0.72
CCN(Cc1ccccc1)c1ccc(/C=N/NS(=O)(=O)c2ccc(C)c([N+](=O)[O-])c2)cc1,6%,-5%,-4.2%,-5%,-0.1%,11%,-18%,7%,0.49,-0.11,0.84,-1.1
O=C(O)CC(NC(=O)c1ccc2c(c1)OCO2)c1cccc([N+](=O)[O-])c1 (centres undefined),4%,-3%,2.0%,-14%,-0.4%,24%,11%,-18%,-1.1,-0.11,-0.58,1
CCOc1ccc(S(=O)(=O)N2CCOCC2)cc1NC(=O)CSCC(=O)Nc1cccc(C)c1,.,?,-5.4%,-31%,0.3%,.,-3%,17%,.,.,.,.
O=C1C2ON(c3ccccc3)C(c3ccccc3F)C2C(=O)N1c1ccccc1 (centres undefined),0%,4%,1.3%,-33%,0.1%,-2%,-5%,-15%,-0.58,-0.2,-0.42,0.81
[O-]/[N+](=C/c1cccnc1)c1ccc(Br)cc1,-1%,-5%,1.7%,-36%,0.0%,-5%,-54%,-3%,-0.74,-0.054,-0.091,0.057
O=C(COc1ccc(S(=O)(=O)N2CCCC2)cc1)Nc1ccc2c(c1)OCCO2,-2%,-3%,0.1%,-25%,0.2%,-4%,-14%,-34%[20 µM],-1.4,-0.35,-0.89,1.4
COC(=O)c1ccc2[nH]c(C)c(CN3CCCC3)c(=O)c2c1,7%,6%,0.7%,16%,-1.0%,-24%,23%,-20%,-0.77,-0.18,-0.1,0.31
Cc1ccc(NC(=O)c2ccc3nc[nH]c3c2)nc1,.,20%,-1.4%,-67%,0.0%,.,-40%,4%,.,.,.,.
CCOC(=O)N1CCN(S(=O)(=O)c2ccc(C(=O)N(CCN(C)C)c3nc4ccc(CC)cc4s3)cc2)CC1,.,6%,5.0%,-16%,0.3%,.,4%,-6%,.,.,.,.
Cc1nc2cc(-c3ccc(Cl)cc3)nn2c(C)c1CCC(=O)NC(C)c1ccc2c(c1)OCCO2 (centres undefined),4%,12%,-1.0%,18%,0.3%,-6%,-4%,19%,-0.25,-0.26,0.54,0.89
COc1cc(C(=S)N2CCCC2)cc(OC)c1O,1%,22%,2.8%,5%,0.2%,6%,10%,-19%,1.4,-0.04,1.3,-1.5
COc1cccc2c(=O)n(CC(=O)N3CCCCCC3)ccc12,5%,3%,0.6%,6%,-0.1%,18µM*,9%,-1%,-0.5,-0.24,-0.28,0.25
O=C(CCC1CCCC1)c1c(O)c2ccccc2oc1=O,2%,4%,-2.1%,30%,-0.1%,3%,-4%,12%,-0.5,-0.26,-0.15,0.28
CC(=O)/C(C=Nc1noc(C)c1Br)=C(\C)O,-1%,9%,2.6%,7%,-0.1%,-5%,-17%,-19%,-0.59,-0.22,-0.48,0.75
Cc1c(-c2ccccc2)cn2c1-c1ccc(C)n1CC2,9%,16%,-0.3%,6%,0.2%,21%,12%,0%,-1.2,0.76,-0.85,2.5
CC(=O)Nc1ccc(NC2(C)C(=O)c3ccccc3C2=O)cc1,4%,-3%,-0.5%,-36%,0.3%,1%,-6%,32%,0.74,-0.38,0.54,-0.18
O=C(CSc1ccccc1)Nc1nnc(/C=C/c2ccccc2)s1,15%,32%,13%,-6%,-0.3%,9%,7%,-12%,2.2,0.62,1.8,-1.2
CN(CCC1CCOCC1)C(=O)CC1C(=O)NCCN1Cc1ccoc1 (centres undefined),1%,-4%,-3.1%,-23%,0.0%,-3%,9%,-3%,-0.5,-0.29,-0.063,0.49
C=CCc1ccccc1OCC(O)CNC1CCCC1 (centres undefined),.,15%,-5.5%,4%,0.4%,.,-35%,12%,.,.,.,.
O=C(CCC1CCCC1)N1CCN(C(=O)COc2ccccc2)CC1,21%,-8%,3.2%,-17%,-0.2%,-3%,0%,-4%,0.074,-0.29,0.39,-0.67
CSc1ccccc1C(=O)N(C)C(c1ccccc1)c1ccccc1,.,-5%,0.8%,6%,0.7%,.,-44%,1%,.,.,.,.
COc1ccc(Cc2nc3ccc(C(=O)N(C)CCCN4CCOCC4)cc3o2)cc1,.,-2%,-3.9%,-21%,-0.1%,.,15%,0%,.,.,.,.

# The list is partial. The share of hits here may be higher or lower than overall.
